OX1R antag-1 – OX1R (HCRTR1) antagonists, primary screen, fluorescence, CHO/OX1R cells, Fluo-8 calcium, orexin A | Orexin/Hypocretin receptor type 1 (Homo sapiens), O43613 | 0.43% of 330,000 active | inhibition, % at 5 µM | Fluo-8 calcium fluorescence | AID 434989, 2010;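 active = inhibition above its plate's threshold, mean inhibition of all tested compounds on the plate plus 3 SD, cut at about 37% in these data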;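 note: 0% = orexin A challenge wells and 100% = SB-334867-A antagonist wells; not every result past the cut was called active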
Target sequence (O43613 whole entry, looked up): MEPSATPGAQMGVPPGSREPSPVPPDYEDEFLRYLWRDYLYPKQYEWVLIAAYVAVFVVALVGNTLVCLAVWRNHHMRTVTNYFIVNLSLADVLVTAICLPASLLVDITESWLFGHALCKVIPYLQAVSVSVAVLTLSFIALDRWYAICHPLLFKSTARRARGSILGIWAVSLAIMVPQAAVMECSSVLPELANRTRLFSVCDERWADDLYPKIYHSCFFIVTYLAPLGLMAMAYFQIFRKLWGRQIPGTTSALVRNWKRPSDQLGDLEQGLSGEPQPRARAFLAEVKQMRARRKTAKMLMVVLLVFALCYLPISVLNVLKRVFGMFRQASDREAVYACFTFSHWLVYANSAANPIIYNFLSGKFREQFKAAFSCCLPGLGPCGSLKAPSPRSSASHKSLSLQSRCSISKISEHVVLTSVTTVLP
CHT allo act – CHT positive allosteric modulators, primary screen, cell-based, membrane potential dye, choline EC20 | 0.49% of 310,000 active | CHT-expressing cells; hits give high values; LV-AA mutant CHT in HEK293 cells | B-score at 10 µM | High affinity choline transporter 1 (Homo sapiens), Q9GZV3;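 active = initial fluorescence not abnormally high and integrated response B-score, plate-corrected, over 3 SD above library mean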
Target sequence (Q9GZV3 whole entry, looked up): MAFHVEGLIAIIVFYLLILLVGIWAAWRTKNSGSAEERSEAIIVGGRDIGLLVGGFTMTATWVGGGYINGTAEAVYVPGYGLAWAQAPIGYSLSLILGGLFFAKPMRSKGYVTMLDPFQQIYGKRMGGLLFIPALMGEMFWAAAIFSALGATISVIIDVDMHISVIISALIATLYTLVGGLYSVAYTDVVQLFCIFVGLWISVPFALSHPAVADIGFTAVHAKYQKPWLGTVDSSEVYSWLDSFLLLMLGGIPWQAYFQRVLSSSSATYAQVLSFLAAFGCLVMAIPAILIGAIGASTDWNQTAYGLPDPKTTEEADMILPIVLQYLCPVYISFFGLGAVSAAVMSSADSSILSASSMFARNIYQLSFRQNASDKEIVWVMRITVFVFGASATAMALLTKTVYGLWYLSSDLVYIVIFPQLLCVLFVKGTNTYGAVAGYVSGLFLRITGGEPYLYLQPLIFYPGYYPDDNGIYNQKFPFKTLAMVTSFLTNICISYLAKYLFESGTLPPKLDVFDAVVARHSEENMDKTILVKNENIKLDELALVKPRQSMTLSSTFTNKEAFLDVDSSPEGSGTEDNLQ
OX1R antag-2 – antagonists of human orexin 1 receptor (OX1R). 1.8% of 330,000 active. inhibition, % at 6.6 µM. OX1R-expressing cells, FRET antagonist read-out. Orexin/Hypocretin receptor type 1 (Homo sapiens), O43613. AID 485270, 2010; in the data active = inhibition mostly above about 38%, no sharp cut-off; inactive = mostly below about 40%;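 note: 0% = agonist challenge alone and 100% = reference antagonist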
* = called active by the depositor; i = inactive; . = not tested or not shown.

Values run as follows: OX1R antag-1, CHT allo act, OX1R antag-2
CCc1ccc(CN(C)C(=O)c2ccc3c(=O)n4c(nc3c2)CCC4)cc1
  -25, i, 27
CCOC(=O)CN1C(=O)COc2ccc(C(C)(C)C)cc21
  10, i, 2
CN(C)CCCNC(=S)N(CCCO)Cc1cc2cc3c(cc2[nH]c1=O)OCO3
  -16, i, 4
CCOc1ccc(N(C)S(=O)(=O)c2ccc3[nH]cc(C(=O)NCCCOC)c(=O)c3c2)cc1
  -30, i, 4
COc1ccc(-c2csc3ncnc(NCCN4CCOCC4)c23)cc1
  -24, i, 8
O=C(C(Sc1ccccc1)c1ccccc1)N1CCN(c2ccccc2F)CC1 (centres undefined)
  -15, i, 28
CCCC1=NN(C(=O)CCc2ccccc2O)C(O)(C(F)(F)F)C1 (centres undefined)
  -16, i, 12
Cc1ccc(C(=O)OC(C)C(=O)NC2CCCCC2C)s1 (centres undefined)
  -28, ., 1
Cc1nc(SCC(=O)c2cc3ccccc3oc2=O)c(C#N)c(-c2ccccc2)c1C(=O)Nc1ccccc1
  -22, i, 10
CSc1ncccc1C(=O)N1CCN(S(=O)(=O)c2ccc(F)cc2)CC1
  -22, i, 8
CC(c1ccccc1)n1c(N2CCN(C)CC2)nc2c1c(=O)[nH]c(=O)n2C (centres undefined)
  -5, i, 7
CSc1nc(O)c(Cc2ccccc2)c(=O)[nH]1
  11, i, 7
COc1ccc(CC(=O)Nc2nc3ccc(F)cc3s2)cc1S(=O)(=O)N1CCOCC1
  2, i, -1
O=C(CCNC(=O)c1ccc(Br)cc1)NCCCc1ccccc1
  0, i, 12
CCN(CC)c1nc2n(c(=S)n1)CCS2
  -23, i, 14
COc1ccc(N(CC(=O)Nc2cccnc2)S(=O)(=O)c2ccc(C)cc2)cc1Cl
  -8, i, 14
Cc1ccc(S(=O)(=O)N2CCN(C(=O)c3sccc3-c3ccccc3)CC2)cc1
  -17, i, 24
CN(C)CCCNC(=O)c1ccc(=O)[nH]n1
  -6, i, 0
CC1CCc2c(sc3ncnc(NCCN4CCOCC4)c23)C1 (centres undefined)
  -25, i, 19
Cc1ccc(/C=N/NC(=O)c2nnn(-c3nonc3N)c2CN(C)C)o1
  7, i, 18
CCO[C@H]1OC(C(=O)N2CCCCCCC2)=C[C@@H](C2CCCCC2)[C@@H]1CCCO
  -36, i, 12
CCN(CC)CC(O)COCCC12CC3CC(CC(C3)C1)C2 (centres undefined)
  -13, i, 15
Cn1c(SCC(=O)NCCN2C(=O)CSC2=O)nnc1-c1ccccc1
  4, i, 19
O=C(NN=C1CCCC1)c1cccs1
  -8, i, 19
O=C(NC1CCCCC1)N1CCN(c2ccccc2)CC1
  -13, i, 10
CC(C)(C)n1nc2c(c1NC(=O)c1ccccc1S(=O)(=O)C(F)F)CS(=O)(=O)C2
  -14, i, 26
CCOC(=O)c1c(C)[nH]c(C(=O)COC(=O)CCC(=O)c2ccc3c(c2)OCCO3)c1C
  4, i, 40
CS(=O)(=O)CCC(C(=O)OCc1ccc(Cl)cc1)N1C(=O)c2ccccc2C1=O (centres undefined)
  -11, i, 14
COc1ccc([C@H]2CC(=O)C=C(/C=C/c3ccc(Cl)cc3)C2)cc1
  -21, ., 2
CCOC(=O)C1CCCCN1C(=O)c1ccc2nc(Cc3ccc(OC)cc3)oc2c1 (centres undefined)
  -16, i, 21

Full records from above.
Cc1ccc(C(=O)OC(C)C(=O)NC2CCCCC2C)s1 (centres undefined) is listed with OX1R antag-1 = -28; CHT allo act = .; OX1R antag-2 = 1
CCCC1=NN(C(=O)CCc2ccccc2O)C(O)(C(F)(F)F)C1 (centres undefined) is listed with OX1R antag-1 = -16; CHT allo act = i; OX1R antag-2 = 12

Carrying on.
Values run as follows: OX1R antag-1, CHT allo act, OX1R antag-2
CCOc1ccc(C(=O)N2CCN(c3ncccn3)CC2)cc1
  -11, i, 7
CCCCCCSc1ccc([C@H]2N[C@@](CC(C)C)(C(=O)OC)[C@H]3C(=O)N(CC)C(=O)[C@@H]23)cc1
  -13, i, 19
Cc1nn(Cc2ccc(F)cc2)c(C)c1NC(=O)c1nn(C)cc1Cl
  -31, i, 12
O=C(c1cc(-c2ccc(Cl)c(Cl)c2)on1)N1CCCCCC1
  -5, i, 4
CC(C)CN(C(=O)COC(=O)CCCc1c[nH]c2ccccc12)c1c(N)n(Cc2ccccc2)c(=O)[nH]c1=O
  -2, i, 3
COC(=O)CN1C(=O)C(O)(CC(=O)c2ccccc2)c2ccccc21 (centres undefined)
  5, i, 15
Nc1ccc(OCc2ccccc2)cc1
  -11, i, 9
NC1=NC(=O)C(CC(=O)c2ccc(Cl)cc2)S1 (centres undefined)
  -6, i, 21
Cc1ccc(C)c(OC(=O)c2cccnc2)c1
  5, i, -4
C/C(N)=C(/C#N)C(=O)COC(=O)CCC1CCCC1
  -24, i, 31
CCCCn1c(-c2ccccc2)nnc1-c1ccccc1
  -20, i, 13
CC(=O)OC1c2ccccc2C(=O)N1c1ccccc1C (centres undefined)
  -6, i, 4
Cc1nc2ccc(S(=O)(=O)N(C)CC(=O)NCc3ccc4c(c3)OCO4)cc2s1
  -24, i, 12
O=S(=O)(c1ccc(-c2cc(C(F)(F)F)on2)s1)N1CCCC1
  -16, i, 18
O=C(Nc1nc2ccc(Br)cc2s1)c1ccco1
  -26, i, 7
CC(=O)Nc1ccc(NC(=O)CN(c2ccccc2Cl)S(C)(=O)=O)cc1
  13, i, -3
COc1ccc(C2=NS(=O)(=O)N(C)C(C(=O)NCc3ccccn3)=C2)cc1
  -15, i, 16
COc1ccc2nc(NC(=S)N(C)C)sc2c1
  -18, i, 12
Cc1cc(S(=O)(=O)N2CCC(NC(=O)C34CC5CC(CC(C5)C3)C4)CC2)ccc1-n1cnnn1
  -19, i, 10
O=C(NC1CC1)C1=C[C@@H](c2csc3ccccc23)C[C@@H](OCCCCO)O1
  -6, i, 27
COc1ccc2c(c1)c(=O)oc1c(C)c(OC(C)C(=O)NCC3CCC(C(=O)O)CC3)ccc12 (centres undefined)
  -16, i, 13
CCCCC(=O)Nc1ccc(C(=O)NCC(=O)OC)cc1
  -11, i, 5
CC(=O)Nc1oc(-c2cccc3ccccc23)nc1C#N
  -10, ., 23
Cc1cccc(CS(=O)(=O)Cc2ccc(C(=O)NCc3ccccc3)o2)c1
  -16, i, 3
CC(C)c1cccc(C2=CC(=O)C[C@H](c3ccc(F)cc3)C2)c1
  -6, ., 16
O=C(O)CCC(=O)NN1C(=O)c2ccccc2NC1c1ccco1 (centres undefined)
  -7, i, 4
C=CCOC(=O)C1=C(C)Nc2ncnn2C1c1cc(Br)ccc1F (centres undefined)
  -29, i, 20
CCN(C(=O)CSc1nc2ccc(C)cc2[nH]1)C1CCS(=O)(=O)C1 (centres undefined)
  -6, ., 2
Cc1nc(N2CCN(c3ccccc3)CC2)nc2c1C(=O)CC(C)C2 (centres undefined)
  -15, i, 7
O=C(CSc1ccc2nnc(-c3ccccn3)n2n1)Nc1ccccc1C(F)(F)F
  3, i, 26

Taken from the listing (five entries):
Values run as follows: OX1R antag-1, CHT allo act, OX1R antag-2
O=C(O)CCC(=O)NN1C(=O)c2ccccc2NC1c1ccco1 (centres undefined)
  -7, i, 4
C=CCOC(=O)C1=C(C)Nc2ncnn2C1c1cc(Br)ccc1F (centres undefined)
  -29, i, 20
CCN(C(=O)CSc1nc2ccc(C)cc2[nH]1)C1CCS(=O)(=O)C1 (centres undefined)
  -6, ., 2
Cc1nc(N2CCN(c3ccccc3)CC2)nc2c1C(=O)CC(C)C2 (centres undefined)
  -15, i, 7
O=C(CSc1ccc2nnc(-c3ccccn3)n2n1)Nc1ccccc1C(F)(F)F
  3, i, 26

(listing goes on)
Values run as follows: OX1R antag-1, CHT allo act, OX1R antag-2
N#CCC(=O)Nc1ccc(C(=O)OCC(=O)NCCCc2ccccc2)cc1
  5, i, 7
Cc1cccc(C)c1NC(=O)C(c1ccc([N+](=O)[O-])cc1)N1CCCCC1 (centres undefined)
  -4, i, 7
CC1=C(C(=O)OCC2CCCO2)C(c2ccc(O)cc2)NC(=O)N1 (centres undefined)
  -3, i, 11
N#CC1=C(N)C(C#N)(C#N)[C@H](c2c(F)cccc2F)[C@H]2CC3(CC=C12)OCCO3
  1, i, 13
CS(=O)(=O)N1CCc2cc(C(=O)Nc3ccc(COCC(F)(F)F)cc3)ccc21
  11, i, 19
CCOC(=O)N1CCN(S(=O)(=O)N2CCCC(C(=O)NCCc3ccc(Cl)cc3)C2)CC1 (centres undefined)
  -34, i, 13
C#CCn1c(C)cc(C)c(S(=O)(=O)c2ccccc2)c1=O
  -7, i, 4
CCOC(=O)N1CCN(C(=O)C(C)n2nc(C)n3c(cc4sccc43)c2=O)CC1 (centres undefined)
  -25, i, 13
CCOc1cc(C(=O)NCCOC)ccc1OC
  -12, i, -5
CCOC(=O)C(NC(C)=O)(Nc1ccc(F)cc1)C(F)(F)F (centres undefined)
  -15, i, 9
CC1CCCCN1CCNC(=O)C1CCN(S(=O)(=O)c2cccc3nsnc23)CC1 (centres undefined)
  -1, i, 34
Cc1cc(OC(=O)c2ccccc2[N+](=O)[O-])c([N+](=O)[O-])c(=O)[nH]1
  0, i, 6
Cc1cccc(-c2nnc(-c3cccc(NC(=O)Cc4cccs4)c3)o2)c1
  65*, i, 37
O=C(O)CC1Oc2ccc(Cl)cc2NC1=O (centres undefined)
  -11, i, 9
CCc1ccccc1NC(=O)COc1cccc2ccc(C)nc12
  -10, i, 15
CCOc1ccccc1C(=O)Nc1nnc(COC)s1
  -12, i, 19
O=C(Nc1cccc(S(=O)(=O)N2CCCCCC2)c1)C1CC(=O)N(c2ccc3c(c2)OCCO3)C1 (centres undefined)
  -11, i, 7
Cc1ccc(Nc2cc(=O)[nH]c(=O)[nH]2)cc1Cl
  -3, i, 18
O=C(Nc1cc(F)ccc1F)C1CCCO1 (centres undefined)
  21, i, 2
Cc1ccccc1-c1nc(P(=O)(c2ccccc2)c2ccccc2)c(N2CCOCC2)o1
  -36, i, 12
CCN(c1ccccc1)S(=O)(=O)c1ccc(C(=O)Oc2ccc(C(C)=O)cc2)cc1
  -3, i, 5
COC(=O)CCCC(=O)N1CCCC(C(=O)c2ccc(OC)cc2C)C1 (centres undefined)
  -39, i, 20
CCc1cc(C(=O)NNC(=O)CCN2CCN(c3ccccc3)CC2)sc1C
  -35, i, -6
CSc1nc2ccc(S(=O)(=O)N(C)C)cc2s1
  2, i, 19
Cc1ccc2[nH]c(=O)c3cc(C(=O)NCC4CCCO4)sc3c2c1 (centres undefined)
  -2, i, 18
Nc1ccccc1-c1nnc2n1CCCCC2
  -6, i, 37
CN(CCC#N)CC(=O)Nc1ccc(S(N)(=O)=O)cc1
  -9, i, 9
CC1Oc2ccccc2N(CC(=O)N(Cc2ccccc2)Cc2ccccn2)C1=O (centres undefined)
  -8, i, 27
Cc1ccc(S/C(=N\S(=O)(=O)c2ccc(Cl)cc2)c2ccccc2)cc1
  -7, i, 6
CC(CCc1ccccc1)NC(=O)COC(=O)c1ccccc1Br (centres undefined)
  -16, i, 12
O=C(N/N=C/c1ccc(Br)cc1)c1ccc(Br)o1
  -23, i, 25
CCOc1ccccc1Cn1c(=O)sc2ccccc21
  -5, i, 26
O=C(NC(=S)Nc1ccc2c(c1)C(=O)c1ccccc1C2=O)c1ccc(F)cc1
  -12, i, 16
c1ccc2c(c1)OCC(c1nnc3sc(-c4cnccn4)nn13)O2 (centres undefined)
  -6, i, 3
CN(C[C@H](CC1CCCCC1)N(C[C@H](Cc1ccccc1)N(CCc1ccccc1)N=O)N=O)N=O
  -31, i, 13
O=C(CSCCO)Nc1ccc([N+](=O)[O-])cc1
  -23, i, 22
O=C(O)CC(NC(=O)C12CC3CC(CC(C3)C1)C2)c1ccc(Cl)cc1 (centres undefined)
  -22, i, 0
CCOC(=O)NC(=O)/C(N=Nc1ccc(C(F)(F)F)cc1)=C(\C)O
  -17, i, 19
C[C@@H]1COC(=O)[C@H](CC(=O)OC(C)(C)C)C/C=C\C[C@@H](CC(=O)N[C@H](CO)Cc2ccccc2)C(=O)N1
  19, ., 9
CCOc1cc(C(=O)NN2CCOCC2)cc(OCC)c1OCC
  -3, i, 5
CCS(=O)(=O)c1ccccc1C(=O)NC1CCCc2ccccc21 (centres undefined)
  -16, i, -1
O=c1c2ccccc2nnn1CSc1nnnn1-c1ccc(O)cc1
  -12, i, 17
O=C(Nc1ccc(F)cc1F)NC1CCN(S(=O)(=O)c2ccc(F)cc2)CC1
  -6, i, 5
Cc1cccc(-n2c(C)cc(/C=C3\C(=N)N4N=C(CC(C)C)SC4=NC3=O)c2C)c1
  -2, i, 12
O=C(C1CCCCCC1)N1CC[C@@H](N2CCC(O)CC2)[C@H](O)C1
  -10, i, 0
COc1ccc(C(=O)N/N=C/c2ccccn2)cc1OC
  -38, 10*, 27
